GAA850 FXN act: activators of GAA850 frataxin (FXN) promoter. HEK293 lucGAA850 FXN promoter luciferase reporter, 24 h; percent of 10 µM SAHA response. activation, % at 6 µM. hit rate 0.56% among 360,000. AID 540364;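 active = activation above the average of all compounds screened plus 3 SD, cutoff fixed separately per campaign, cut at about 7.5% in these data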;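 note: 0% = DMSO wells and 100% = 10 µM SAHA wells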
DAX1 inh: inhibits human nuclear receptor DAX1; P51843; HEK293 Gal4-DAX1 luciferase reporter, luminescence; hit rate 0.99% among 340,000; inhibition, % at 6.75 µM;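 active = inhibition above the mean over all tested compounds plus 3 SD, cut at about 4.2% in these data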;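 note: 0% = DAX1-transfected cells with DMSO and 100% = empty-vector control cells with DMSO; inhibition shows as a rise in luminescence from relieved DAX1 repression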
Target sequence (P51843 207-470 limits assumed): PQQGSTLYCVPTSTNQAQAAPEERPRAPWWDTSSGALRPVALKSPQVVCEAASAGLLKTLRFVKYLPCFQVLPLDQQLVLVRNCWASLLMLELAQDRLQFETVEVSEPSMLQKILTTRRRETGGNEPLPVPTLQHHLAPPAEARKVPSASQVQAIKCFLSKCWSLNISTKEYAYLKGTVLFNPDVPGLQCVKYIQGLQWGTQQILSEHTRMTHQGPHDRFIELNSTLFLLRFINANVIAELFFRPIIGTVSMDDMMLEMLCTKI
* = called active by the depositor. An excerpt. The share of hits here may be higher or lower than overall.

smiles | GAA850 FXN act | DAX1 inh
CCc1nn(C(C)C(=O)NC(C)CCc2ccco2)c(=O)c2cc3occc3n12 (stereo unspecified) | -1.1 | -0.6
CCOC(=O)c1c(/N=C/c2cccc(C)c2O)sc2c1CCN(C)C2 | -0.7 | -1.0
COc1ccc2c(-c3ccc(OCCN4CCOCC4)cc3)c(-c3ccccc3OC)sc2c1 | 1.8 | -0.2
Cc1cccc(N2CCN(C(=O)c3cc4cc(F)ccc4[nH]3)CC2)c1C | 2.8 | 1.2
CC1CCN(Cc2c(O)ccc3c2O/C(=C\c2ccco2)C3=O)CC1 | 0.2 | -2.1
O=C1Nc2ccccc2C(O)(C(=O)NCc2ccco2)N1c1ccc(Cl)cc1 (stereo unspecified) | -0.9 | 0.6
CN1CCN(c2oc(-c3ccccc3F)nc2S(=O)(=O)c2ccc(Cl)cc2)CC1 | 1.5 | -1.1
Cc1ccc(NC(=O)COc2ccc(/C=N\NC(=O)c3cccnc3)cc2)cc1C | 4.3 | -0.5
CC[C@]12c3[nH]c4cc(CCC(=O)N(C)C)ccc4c3CCN1C(=O)[C@@H](CC(=O)NC/C=C(\C)CCC=C(C)C)C[C@@H]2C(=O)N1CCN(C(=O)c2ccco2)CC1 | 0.0 | 0.6
Cc1ccc(CC(=O)Nc2cc(C)on2)cc1 | 0.4 | -0.2
COC(=O)CN(c1ccc(C)cc1)S(=O)(=O)c1ccc2c(c1)n(C)c(=O)c(=O)n2C | -2.9 | 2.6
CCN(CC)S(=O)(=O)c1cccc(NC(=O)CNc2cccc(S(=O)(=O)N3CCOCC3)c2)c1 | -4.7 | -2.4
COC(=O)c1cc(S(=O)(=O)Nc2cccc(-c3cnco3)c2)oc1C | 0.1 | 0.5
COc1ccc(N2CCN(C(=O)COc3ccc4c(C)c(C)c(=O)oc4c3C)CC2)cc1 | 1.9 | 0.0
Cc1ccc(CN2CCSc3ccc(C(=O)NCC4CCCO4)cc32)cc1 (stereo unspecified) | 0.5 | 0.4
CCCNC(=O)C1(CC2CC(c3ccccc3)=NO2)CCN(C(=O)CCCCCBr)CC1 (stereo unspecified) | -2.1 | -0.2
CC(C)(C)CC(=O)N[C@@H](Cc1ccccc1)c1nc2ccccc2[nH]1 | -2.3 | -0.6
C#CCOCCOCCOCCNc1nc(N2CCN(C(=O)C([C@@H](C)O)n3cc([C@@H](N)CCCCN)nn3)CC2)nc(N2CCN(C(=O)[C@H](CCCCN)n3cc(CN)nn3)CC2)n1 (stereo partly specified) | 1.7 | 0.3
C=CC(=O)Nc1ccc(Nc2nc(NC3CCC(N(C)C)CC3)nc3c2ncn3C(C)C)cc1 (stereo unspecified) | -13 | -5.2
COc1ccc(Cl)cc1C(=O)NNC(=S)NC(=O)c1ccc(F)c(F)c1 | 2.5 | 1.5
C[C@]12c3[nH]c4cc(-c5ccco5)ccc4c3CCN1C(=O)[C@@H](CC(=O)NCCCn1ccnc1)C[C@@H]2C(=O)N1CCOCC1 | 0.9 | -0.6
COc1ccc(C2=NOC(Cn3nc(-c4ccccc4)cc3C(=O)NCc3cccc(C(F)(F)F)c3)C2)cc1 (stereo unspecified) | -0.1 | 0.6
COc1ccccc1C(=O)Nc1cc2ccccc2oc1=O | 3.9 | 1.0
Cc1cccc(NC(=O)CSc2nnc(-c3ccco3)o2)c1 | 2.2 | 0.5
O=C1C=C(c2ccc(OC(F)(F)F)cc2)C[C@@H](c2ccc(F)cc2)C1 | -0.5 | 0.4
O=C(Nc1ccc(N2CCOCC2)cc1)c1ccc(Cl)nc1 | 2.3 | 0.5
CCOc1ccc(-c2nc(CSCC(=O)NC3CC3)c(C)o2)cc1 | -14 | 0.2
C#CCOCCOCCOCCNc1nc(N2CCN(C(=O)CCCCCCCCCCNC(=O)[C@@H](CCC(=O)O)n3cc(CCCCCN)nn3)CC2)nc(N2CCN(C(=O)CCCCCCCCCCNC(=O)[C@H](CO)n3cc(CCCCCN)nn3)CC2)n1 | 0.7 | 1.5
CC1C=CC=CC=CC=CC=CC=CC=CC(OC2OC(C)C(O)C(N)C2O)CC2OC(O)(CC(O)CC(O)C(O)CCC(O)CC(O)CC(=O)OC(C)C(C)C1O)CC(O)C2C(=O)O (stereo unspecified) | 0.7 | -0.4
CC[C@@H]1CC=C[C@H]2[C@H]1C(=O)N(Cc1ccccc1)[C@H]2c1ccoc1 | 3.6 | -1.1
COc1ccc2cc3cc(C(=O)NCCCN4CCC(C)CC4)oc3nc2c1 | 4.1 | -0.1
CCOC(=O)[C@@H]1[C@H]2COc3ccccc3[C@@H]2N2C(=O)N(c3ccccc3)C(=O)[C@@]12C | 0.8 | -0.1
CC1(C)C(/C=C/C=C/C=C/C=C2\N(CCCCS(=O)(=O)O)c3ccc4ccccc4c3C2(C)C)=[N+](CCCCS(=O)(=O)[O-])c2ccc3ccccc3c21 | 1.1 | -1.3
COc1cc2ccnc(C=O)c2cc1OC | 2.9 | 1.3
COc1ccc(NC(=S)NC(NC(=O)CCl)C(Cl)(Cl)Cl)c([N+](=O)[O-])c1 (stereo unspecified) | -1.1 | 2.2
O=C(CCCOc1ccccc1)Nc1ccc(S(=O)(=O)Nc2ccccn2)cc1 | -0.6 | 1.1
CN(C(=O)CSc1nnc(-c2ccncc2)n1Cc1ccccc1)C1CCS(=O)(=O)C1 (stereo unspecified) | 2.0 | -0.1
Cc1cc(NC(=O)CCS(=O)(=O)c2ccc3c(c2)NC(=O)C(C)S3)ccc1Br (stereo unspecified) | -1.6 | 0.0
Cc1ccsc1C1NC(=O)c2c(sc3c2CCCC3)N1 (stereo unspecified) | 2.5 | 2.0
C#CCOCCOCCOCCNc1nc(N2CCN(C(=O)CCCCCCCCCCNC(=O)[C@@H](CCC(=O)O)n3cc(CCCCCN)nn3)CC2)nc(N2CCN(C(=O)CCCCCCCCCCNC(=O)[C@H](CO)n3cc(CCCSC)nn3)CC2)n1 | 1.2 | 1.4

Look-ups from the results shown.
COc1cc2ccnc(C=O)c2cc1OC in DAX1 inh is entered as 1.3
O=C(CCCOc1ccccc1)Nc1ccc(S(=O)(=O)Nc2ccccn2)cc1 in DAX1 inh is entered as 1.1
C#CCOCCOCCOCCNc1nc(N2CCN(C(=O)CCCCCCCCCCNC(=O)[C@@H](CCC(=O)O)n3cc(CCCCCN)nn3)CC2)nc(N2CCN(C(=O)CCCCCCCCCCNC(=O)[C@H](CO)n3cc(CCCSC)nn3)CC2)n1 in GAA850 FXN act is entered as 1.2
COc1ccc2cc3cc(C(=O)NCCCN4CCC(C)CC4)oc3nc2c1 in GAA850 FXN act is entered as 4.1
CC1(C)C(/C=C/C=C/C=C/C=C2\N(CCCCS(=O)(=O)O)c3ccc4ccccc4c3C2(C)C)=[N+](CCCCS(=O)(=O)[O-])c2ccc3ccccc3c21 in GAA850 FXN act is entered as 1.1
CN(C(=O)CSc1nnc(-c2ccncc2)n1Cc1ccccc1)C1CCS(=O)(=O)C1 (stereo unspecified) in GAA850 FXN act is entered as 2.0
Cc1cc(NC(=O)CCS(=O)(=O)c2ccc3c(c2)NC(=O)C(C)S3)ccc1Br (stereo unspecified) in DAX1 inh is entered as 0.0

Next part:
smiles | GAA850 FXN act | DAX1 inh
CC1=C(C)CC(C(=O)NCc2c(F)cccc2Cl)C(C(=O)O)C1 (stereo unspecified) | 1.5 | -0.3
C[C@]12c3[nH]c4cc(-c5ccco5)ccc4c3CCN1C(=O)[C@@H](CC(=O)NCCC1=CCCCC1)C[C@@H]2C(=O)N1CCOCC1 | -0.1 | -0.2
CCOc1cccc(-c2c(C(=O)N/N=C/c3ccco3)nnn2-c2nonc2N)c1 | 4.3 | -0.8
O=C(NCc1cc(C(F)(F)F)cc(C(F)(F)F)c1)C12CN(Cc3ccccc3)CC1C(c1cccc([N+](=O)[O-])c1)=NO2 (stereo unspecified) | 1.4 | 1.5
C=C(C)COc1ccc2c(C)c(CC(=O)OC)c(=O)oc2c1C | 0.8 | 0.0
COc1ccc2c(-c3ccc(OCCN4CCCCC4)cc3)c(-c3ccccc3OC)sc2c1 | 0.9 | 0.1
CCOC(=O)CNC(=O)Cn1cnc2c(nnn2-c2ccccc2)c1=O | -2.9 | 0.2
Cc1nc2c3ccccc3nc(NNC(=O)CCC(=O)NCCN3CCN(c4ccccc4F)CC3)n2n1 | 0.9 | 0.6
COC(=O)c1ccccc1NC1=C/C(=N\S(=O)(=O)c2ccc(C(=O)O)cc2)c2ccccc2C1=O | 3.1 | 0.2
C#CCOCCOCCOCCNc1nc(N2CCN(C(=O)[C@H](CCCCN)n3cc([C@@H](N)C(C)CC)nn3)CC2)nc(N2CCN(C(=O)[C@H](Cc3ccc(O)cc3)n3cc([C@@H](N)C(C)CC)nn3)CC2)n1 (stereo partly specified) | 1.1 | -0.3
O=c1/c(=C\c2cc([N+](=O)[O-])cc([N+](=O)[O-])c2O)sc2nc3ccccc3n12 | -0.1 | 0.4
CCOC(=O)CN1C(=O)N[C@@H](c2ccccc2)C(C(C)=O)=C1C | 2.0 | 0.3
Cc1ccc(C(=O)COC(=O)CN2C(=O)C3C4C=CC(C4)C3C2=O)cc1[N+](=O)[O-] (stereo unspecified) | -0.7 | 0.2
COc1cccc2c1C(=O)c1c(O)c3c(c(O)c1C2=O)C[C@@](O)(C(=O)CO)C[C@@H]3O[C@H]1C[C@H](N)[C@@H](O)[C@H](C)O1 | -7.3 | -2.3
Nc1nc2nc[nH]c2c(=O)[nH]1 | 0.4 | -0.8
COCCN1C=C2C(=O)C(C)(OC(=O)CCC(=O)OC)C(=O)C(Br)=C2C=C1c1ccc(OC)cc1 (stereo unspecified) | -0.8 | 0.2
O=C(Nc1cccc2ccccc12)c1onc2c1CCCC2 | 2.9 | 2.4
CC1(C(=O)NCC2CC2)C=CC2(CCCCC2)N1C(=O)c1ccccc1 (stereo unspecified) | 2.7 | 0.1
CC/C(O)=C1\C(=O)CCCC1=NCCc1nc2ccccc2[nH]1 | -2.3 | -0.3
CCN1CCN(CCCNC(=O)c2ccc(/C=C3/Oc4ccccc4N(Cc4cccc(C)c4)C3=O)cc2)CC1 | 0.0 | 0.1
COc1ccc(N2CCN(c3ccc(NC(=O)c4ccc5c(c4)OCO5)cc3C#N)CC2)cc1 | -0.4 | 0.5
Cc1onc(C(=O)NN)c1-c1csc(COc2ccc(Cl)cc2)n1 | 1.7 | -1.0
COC(=O)C(Cc1ccc(OC(=O)c2ccc(C(F)(F)F)cc2)cc1)N1Cc2ccccc2C1=O (stereo unspecified) | 0.2 | 1.2
COc1ccc(C(=O)c2c(C(F)(F)F)oc3c2C(=O)c2ccccc2C3=O)cc1 | -0.2 | -2.7
COc1ccccc1CCNC(=O)c1nccnc1C(=O)O | -0.2 | 0.3
Cc1ccc2nc(SCCCCOc3ccccc3)[nH]c2c1 | -0.7 | 0.2
C[C@@]12C(=O)Nc3ccc(F)cc3C(=O)N1[C@H]1c3ccccc3OC[C@@H]1[C@@H]2c1ccccc1 | -7.7 | -0.6
O=C1CCCC(=NNC(=O)c2cc3ccccc3cc2O)C1 | 3.0 | 3.3
CC(C)C[C@H]1CN=C(Nc2ccccc2)N1CC1CCC(C)CC1 (stereo partly specified) | -2.9 | 0.8
Cc1csc(NC(=O)CSc2ccc(-c3ccccc3)nn2)n1 | -0.4 | -0.5

Reformatted: 2 of the compounds above
CC(C)C[C@H]1CN=C(Nc2ccccc2)N1CC1CCC(C)CC1 (stereo partly specified)
  GAA850 FXN act: -2.9	DAX1 inh: 0.8
Cc1csc(NC(=O)CSc2ccc(-c3ccccc3)nn2)n1
  GAA850 FXN act: -0.4	DAX1 inh: -0.5

Next section:
smiles | GAA850 FXN act | DAX1 inh
CCC(=O)N1CCc2cc(S(=O)(=O)N3CCN(c4cc(C)ccc4C)CC3)ccc21 | 0.8 | 0.1
COc1cccc(-c2cn3nc4c(nc3n2)CCCC4)c1 | 0.7 | -1.5
O=C(CCNC(=O)c1ccccc1Cl)Nc1nccs1 | 1.4 | -0.4
Cc1ccc(C(=O)c2c(C)oc3c2C(=O)C(=O)c2ccccc2-3)cc1 | -5.8 | -4.5
O=C(O)c1ccccc1NS(=O)(=O)c1ccc(NN=Cc2ccc(F)cc2)c([N+](=O)[O-])c1 | -0.3 | -1.9
CCN(CC)S(=O)(=O)N1CCC(C(=O)NCC2COc3ccccc3O2)CC1 (stereo unspecified) | -0.7 | 0.2
O=C(NC1CCCC1)c1ccc2nc(-c3ccco3)c(-c3ccco3)nc2c1 | 2.8 | -1.8
O=C(C1CCCN1S(=O)(=O)c1cccc2nsnc12)N1CCN(c2ccccc2)CC1 (stereo unspecified) | -0.1 | -0.6
C/C=C(\C)C(=O)OC1[C@H](OC(C)=O)C2(CO)C(CC1(C)C)C1=CCC3C4(C)CCC(O[C@@H]5O[C@H](C(=O)O)[C@@H](O[C@@H]6O[C@H](CO)[C@@H](O)[C@H](O)[C@H]6O)[C@H](O)[C@H]5O[C@H]5O[C@H](CO)[C@@H](O)[C@H](O)[C@H]5O)[C@](C)(CO)C4CCC3(C)[C@]1(C)C[C@H]2O (stereo partly specified) | -9.4 | -4.1
CC(C)(C)c1cc2ncnc(N3CCCCC3)c2s1 | 0.7 | -0.9
CCN1C[C@@H]2[C@@H]3C(=O)N(Cc4ccccc4)C(=O)[C@@H]3[C@](CC)(C1=O)N2C(=O)c1ccc(Cl)c(Cl)c1 | -1.2 | 0.3
Cc1cccc(-c2nc3c(c(SCC(=O)N4CCOCC4)n2)Cc2c(CO)cnc(C)c2O3)c1 | 0.2 | -0.9
CC(=O)Nc1cc(N=Cc2ccc(O)cc2O)c(Cl)cc1Cl | -1.0 | -0.1
COc1cc2c3nnc(-c4ccc(F)cc4)c-3cn(Cc3cccc(F)c3)c2cc1OC | 2.1 | 2.7
O=C(COc1cccnc1[N+](=O)[O-])Nc1cccc2ccccc12 | 0.7 | -0.6
CCCC(=O)Nc1c2c(nc3ccccc13)N(c1ccccc1)CC2 | -1.0 | -0.3

Screening results: PubChem BioAssay, The Scripps Research Institute Molecular Screening Center
